# Assay outcomes as filed in PubChem.
# ARNT TACC3 PPI: disrupts binding between human ARNT and TACC3. Q9Y6A5. AlphaScreen His-ARNT PAS-B/GST-TACC3 binding, luminescence; TACC3 fragment carries E629A point mutation. inhibition, % at 9.99 µM. 390,000 tested, 0.66% active. AID 623870;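 active = mean inhibition of replicates at least 50% and at least half of replicates each reaching 50%; inconclusive = half or more replicates reach 50% but mean below 50%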;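 also: 0% = complete ARNT plus TACC3 wells and 100% = ARNT alone without TACC3; many hits fall short of the cut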
# CFTR F508del cor: CFTR F508del correction in bronchial cells; CFBE cells, YFP halide quenching; stimulated with forskolin plus potentiator P3; % fluorescence drop versus neutral controls; activity (quench increase), % at 7.58 µM; 350,000 tested, 0.36% active; AID 720511;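 active = mean added fluorescence quench of at least 8% versus neutral control, with both replicates also reaching 8%; inconclusive = only one of the mean or replicate conditions met; inactive = mean below 8% and not both replicates reaching 8%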;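 also: cells transiently co-express mutant CFTR-F508del with the halide-sensitive YFP; corrector assay measuring rescue of mutant channel to the surface after 24 h compound exposure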
# ERp5 block: blocks human ERp5 reductase activity on insulin; Q15084; ERp5 insulin aggregation, absorbance 650 nm, 90 min; inhibition, % at 9.99 µM; 350,000 tested, 0.05% active; AID 651711;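 active = mean replicate inhibition above about 25%, with every replicate also reaching it, limit read from the data, passing the limit was not always enough; inconclusive = only one of those two criteria met; inactive = neither criterion met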
# Target sequence (Q15084 whole entry, looked up): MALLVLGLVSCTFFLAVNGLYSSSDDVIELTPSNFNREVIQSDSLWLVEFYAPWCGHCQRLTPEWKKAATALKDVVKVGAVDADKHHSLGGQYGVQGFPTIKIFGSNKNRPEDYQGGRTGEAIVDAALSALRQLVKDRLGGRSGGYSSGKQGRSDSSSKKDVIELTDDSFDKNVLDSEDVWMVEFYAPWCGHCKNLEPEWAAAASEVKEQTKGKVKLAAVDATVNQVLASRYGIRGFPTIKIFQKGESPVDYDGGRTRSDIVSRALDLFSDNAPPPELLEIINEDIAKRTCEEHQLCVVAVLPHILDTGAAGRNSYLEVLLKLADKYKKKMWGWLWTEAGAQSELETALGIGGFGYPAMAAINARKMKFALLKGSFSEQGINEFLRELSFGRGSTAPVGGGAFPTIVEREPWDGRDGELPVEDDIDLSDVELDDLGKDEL
# EWS-Fli inh: inhibitors of EWS/Fli oncoprotein transcriptional activity; A673 NR0B1-luciferase reporter, viability-normalised; AID 651661; inhibition, % at 12.6 µM; 350,000 tested, 0.67% active;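 active = mean inhibition of at least 50% after viability correction, with every replicate also passing that limit; inconclusive = mean reaches 50% but only one of two replicates passes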;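 also: firefly luciferase signal divided by Alamar Blue viability fluorescence both relative to DMSO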
# PAX8 inh HTS: PAX8 transcriptional activity inhibition | RMG-I TPO-luciferase reporter, SteadyGlo, 24 h | inhibition, % at 12.6 µM | 360,000 tested, 1.2% active | AID 652154;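 active = mean replicate inhibition at least 60% with every replicate also reaching 60%; inconclusive = only one of the two criteria is met; inactive = mean below 60% and not all replicates reaching 60%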;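 also: luciferase light reporting Pax8 driven TPO promoter activity; plate controls were median of neutral control wells for no effect and mitoxantrone controls for full effect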
# DENV2 CPE rescue: DENV2-induced cell death inhibition. DENV2-infected cells, cytopathic effect rescue, plate reader. CPE inhibition, % at 9.99 µM. 350,000 tested, 1.7% active; in the data active = CPE inhibition above about 20%, passing the limit was not always enough; inconclusive = no clear call, values can overlap the other calls; tested in BHK-21 cells;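 also: 0% = median of neutral control wells and 100% = median of positive control wells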
# Xi reactivation: X-chromosome reactivation activator | XiGFP mouse fibroblasts, % GFP-positive cells imaging, 3 d; cells co-treated with 5-aza-dC sensitizer; scaled so ellipticine positive control = 100% | activation, % at 7.58 µM | AID 743238 | 360,000 tested, 0.055% active;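 active = mean normalized replicate activation at least 10% and every replicate at or above 10%; inconclusive = only one of the two criteria met; inactive = mean below 10% and not all replicates reach 10%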;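 also: 0% = median of on-plate neutral control wells and 100% = ellipticine 6 µM median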
#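 assay system = SV40-immortalized XiGFP fibroblast cells, line 68-5-11 | buffer or medium = DMEM plus 5-aza-dC sensitizer | doses = single-point pinned compound dosing | times = 3-day compound exposure, then 15 min fixation at room temperature | benchmarks = positive control ellipticine, 6 µM final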
# INS-1E GSIS act: primary screen for activators of insulin secretion dependent on glucose, INS-1E cells, GLuc reporter luminescence. activation, % at 16.6 µM. AID 743287. INS-1E GLuc reporter insulin secretion, 2-3 h. 370,000 tested, 0.61% active;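 active = lowest replicate activation of at least 40%, so every replicate reaches that level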;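 also: 0% = median of neutral control wells and 100% = median of IBMX positive control wells; some compounds called inactive have numbers as strong as hits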
# An asterisk follows results filed as active; ? = inconclusive; . = no result given; & = joins results of further samples. A portion of the library; count on the stated rates, not on these rows.
SMILES,ARNT TACC3 PPI,CFTR F508del cor,ERp5 block,EWS-Fli inh,PAX8 inh HTS,DENV2 CPE rescue,Xi reactivation,INS-1E GSIS act
COc1ccc(C(C)=O)cc1CC(C(=O)c1ccc(Br)cc1)N(C)C (centres undefined),3.0,.,.,.,1.7,.,0.1,10.5
COc1ccc(C#Cc2ccc([C@H]3[C@@H](CO)N4CCCCN(C(=O)Cc5ccncc5)C[C@H]34)cc2)cc1,.,0.4,0.4,.,-13.1,-8.4,-0.1,26.9
O=C(O)[C@H]1[C@H](CO)[C@H]2Cn3c(ccc(-c4ccncc4)c3=O)[C@@H]1N2C(=O)C1CCCCC1,9.8,-1.0,-5.5,1.0,.,-2.3,0.1,6.9
COC(=O)[C@@H]1[C@@H](CO)[C@@H]2Cn3c(ccc(-c4cccc(OC)c4)c3=O)[C@H]1N2C(=O)c1cnccn1,-5.8,-0.8,0.1,3.3,-5.6,-11.6,0.1,10.0
O=C(c1cc2cc(F)ccc2[nH]1)N1CCC2(CC1)OCCO2,7.5,-1.3,0.1,.,-7.0,-1.3,0.0,6.0
O=C(c1cc(C(=O)NCc2ccccc2)c(=O)n(Cc2ccccc2)c1)c1cc(Br)ccc1O,-4.7,.,.,.,38.0,.,-0.1,-29.5
Cc1ccc(CN2C(=O)CN=C(c3ccccc3)c3ccccc32)cc1,0.5,-6.0,-4.6,0.6,-2.3,-5.0,0.0,-26.3
O=C(c1ccc2c3c(cccc13)CC2)C1CCCN(Cc2ncc[nH]2)C1 (centres undefined),20.9,4.3,2.2,26.9,22.2,-5.7,0.0,-5.3
O=C(C1CCCCC1)N1Cc2ccccc2-n2nncc2C1,.,2.9,1.1,0.2,9.3,-1.1,-0.1,-0.7
CCN1CCN(c2ccc([N+](=O)[O-])cc2C#N)CC1,1.1,.,4.4,1.4,4.2,-6.3,0.0,3.8
Cc1cc(C=C2C(=O)NC(=O)NC2=O)c(C)n1-c1cccnc1,-0.2,1.7,1.4,7.1,-58.6,.,0.0,-4.1
COC(=O)C1C2c3ccccc3C(c3ccccc32)C1(C)C(=O)OC (centres undefined),3.1,2.4,-4.5,-2.7,-9.9,1.6,0.0,.
COC(=O)C1=C(c2ccccc2OCc2ccccc2)C[C@@H]2CC[C@H]1N2C(=O)NCc1ccc(F)cc1,1.1,0.3,3.8,5.1,13.3,-0.5,0.2,-1.6
COc1cc(C(c2c(O)c3ccccc3oc2=O)c2c(C)n(C)n(-c3ccccc3)c2=O)ccc1O (centres undefined),-8.3,.,.,.,-2.2,.,0.3,4.8
C[C@@H]1CN([C@H](C)CO)C(=O)CCCn2nncc2CO[C@H]1CN(C)C(=O)Oc1cccc2ccccc12,-3.9,-4.0&0.8&-1.2,4.0&-3.7,3.0&1.1&1.2,11.1&-5.6&12.6,4.5&6.8,0.0&0.3,-16.5&10.0
CCOc1ccc2oc(C(=O)NN3C(C)CCCC3C)c(C)c2c1 (centres undefined),-0.4,1.8,-1.7,7.2,10.2,2.2,0.1,-1.1
O=C1NC(=O)C(CCc2ccncc2)(CCc2ccncc2)C(=O)N1Cc1ccccc1,-5.8,2.1,0.4,-0.9,7.5,0.9,0.2,22.3
COc1ccc(-c2ccc([C@@H]3[C@H]4CN(C(=O)Cc5ccncc5)CCCCN4[C@H]3CO)cc2)cc1,-3.5,0.3,-1.8,2.6,-20.4,7.5,-0.1,-2.5
COC(=O)[C@@H]1[C@@H](CO)[C@@H]2Cn3c(ccc(C4=CCCCC4)c3=O)[C@H]1N2Cc1ccccc1OC,.,-0.3,2.4,-2.9,7.0,23.8*,1.8,-4.5
CCOc1ccc(C2CC(c3c(O)n(C)c(=O)n(C)c3=O)=NN2)cc1 (centres undefined),-1.0,-2.3,-1.5,-26.0,-8.8,-2.0,-0.1,-13.7
O=C(O)[C@H]1[C@H](CO)[C@H]2Cn3c(ccc(-c4cccnc4)c3=O)[C@@H]1N2C(=O)Nc1cc(F)ccc1F,-7.5,.,-1.0,-2.9,.,-0.8,0.2,16.8
Cc1ccc(N2C(=O)NC(=O)/C(=C/c3ccoc3)C2=O)cc1,1.1,3.8,3.4,7.3,-1.2,6.2,0.0,-7.6
BrCC1C[n+]2c(SCc3ccccc3)nc3sc4c(c3c2O1)CCCC4 (centres undefined),-4.9,1.6,2.2,-7.0,-31.8,-0.1,0.0,7.5
Cc1ccc(N2C(=O)NC(=O)/C(=C\C=C\c3ccco3)C2=O)cc1,6.1,-0.7,0.8,55.9*,9.8,.,0.0,-17.8
CCCCn1c(O)c(C(=O)/C=C/c2ccc3c(c2)OCO3)c(=O)[nH]c1=O,-1.2,1.0,3.1,7.1,-7.5,0.7,0.3,2.5

# The list continues:
SMILES,ARNT TACC3 PPI,CFTR F508del cor,ERp5 block,EWS-Fli inh,PAX8 inh HTS,DENV2 CPE rescue,Xi reactivation,INS-1E GSIS act
COC(=O)C1C(OC(=O)c2ccccc2)CC2CCC1N2C (centres undefined),-10.5,1.2&0.0,-0.9&14.0,1.4&-3.5,.,?,.,10.0
CCC(=O)OC(Cc1ccccc1)(c1ccccc1)C(C)CN(C)C (centres undefined),0.6,6.9,-3.2,-2.9,10.6,3.3,-0.1,.
CC(O)C1C=CC=CC(=O)OC2CC3OC4C5OC5(C)CCC4(COC(=O)C4OC4(C)C(O)CO1)C2(C)C31CO1 (centres undefined),-4.0,-3.6,3.9,28.7,103.2*,-11.6,0.0,-19.1
O=C1c2ccccc2-n2nnc(-c3ccccc3)c2C2c3ccccc3CCN12 (centres undefined),.,4.3,2.8,3.0,2.5,-2.5,0.1,4.4
CCCC[N+]12CCC(CC1)C(=C(c1ccccc1)c1ccccc1)C2,-9.4,.,-6.5,1.2,13.5,-0.2,0.4,8.9
O=C(Cc1ccncc1)N1CCCCN2[C@@H](CO)[C@@H](c3ccc(C#Cc4ccccc4F)cc3)[C@@H]2C1,-4.6,0.8,.,-10.1,-3.7,15.1,0.0,0.7
CCC(c1nnnn1-c1ccc(OC)cc1)N1CCC(n2c(=O)[nH]c3ccccc32)CC1 (centres undefined),.,-3.1,-0.4,-13.7,8.4,11.0,0.1,-13.2
COC(=O)[C@H]1[C@H](CO)[C@H]2Cn3c(ccc(/C=C/c4ccccc4)c3=O)[C@@H]1N2C(=O)C1CC1,-16.8,.,-5.0,22.0,.,-11.1,0.7,11.1
CCOc1ccc(C=C2C(=O)NC(=S)NC2=O)cc1OCC,-7.3,-2.6,13.8,-4.2,-17.8,7.3,0.3,15.1
COc1ccc(CC(=O)Nc2ccc(C#N)c(Cl)c2)cc1S(=O)(=O)N1CCOCC1,4.2,-0.9,-17.8,19.0,5.8,-4.1,-0.1,-33.0
COc1cccc(OC)c1C1=NCC(=O)Nc2c1oc1ccc(Br)cc21,17.9,3.8,-4.6,46.5,75.9*,-9.2,0.7,-8.1
NCCCC(=O)OC1N=C(c2ccccc2Cl)c2cc(Br)ccc2NC1=O (centres undefined),5.6,-0.3,5.3,-16.4,8.6,-1.8,-0.1,13.2
Fc1ccc(C(OCCN2CCCC2)c2ccc(Br)cc2)cc1 (centres undefined),0.3,-1.6,4.9,11.6,8.6,-3.4,0.0,-3.3
CCC(C(=O)N1C[C@H]2C[C@@H](C1)c1cccc(=O)n1C2)c1ccccc1 (some centres undefined),-4.2,-7.9,3.0,2.2,.,-13.2,.,-2.1
O=c1[nH]c(=S)[nH]c(O)c1N=Nc1cccc(S(=O)(=O)N2CCOCC2)c1,-3.7,-3.5,-0.5,15.2,-1.4,.,-0.2,13.9
O=C1NC(=O)N(c2ccccc2)C(=O)/C1=C/c1ccoc1,-6.0,-2.8,1.4,-9.1,5.4,11.7,0.0,3.3
O=C(N/N=C/c1c(O)n(Cc2ccc(F)cc2)c(=O)[nH]c1=O)c1ccccc1,49.8*,-1.2,-1.5,10.0,-4.3,8.7,0.0,-9.0
CN1CCC(OC(=O)Cc2ccccc2)CC1,-1.1,.,.,.,8.7,.,0.1,1.3
CC12CCC(=O)C=C1CCC1C2CCC2(C)C(O)(C(=O)CO)CCC12O (centres undefined),-1.9,1.3,5.9,-0.1,9.2,5.2,0.3,4.8
CCOC(=O)c1ccc(N=C(c2ccccc2)c2c(O)n(C)c(=O)n(C)c2=O)cc1,-1.8,-1.7,2.9,0.6,-7.6,1.3,0.8,-4.8
C/C(=N\N1CCN(C)CC1)c1c(O)[nH]c(=O)[nH]c1=O,11.1,.,.,.,8.9,.,0.2,15.0
Cc1ccc(N2CCNCC2C)cc1 (centres undefined),-21.3,1.2,-1.3,4.8,-9.2,13.7,0.4,-2.4
O=C(Cc1c(-c2ccccc2)nc2ccc(Br)cn12)N1CCCC1,.,5.0,-0.1,-78.0,-46.9,10.5,-0.1,2.5
O=C1NC(=S)NC(=O)C1=Cc1c(Cl)cccc1Cl,-0.4,-1.4,0.1,20.5,-13.2,-11.0,0.2,-20.1
CC(=O)C1C2c3ccccc3O[C@@]1(C)N=c1s/c(=C/c3ccoc3)c(=O)n12 (some centres undefined),5.8,.,.,.,13.1,.,0.0,-5.0

# Other entries
SMILES,ARNT TACC3 PPI,CFTR F508del cor,ERp5 block,EWS-Fli inh,PAX8 inh HTS,DENV2 CPE rescue,Xi reactivation,INS-1E GSIS act
CCC(=NCC1CCCO1)c1c(O)n(-c2ccccc2C)c(=O)[nH]c1=O (centres undefined),-0.3,-3.0,4.7,-4.9,-2.1,-2.7,0.0,13.5
CCCN1CCC[C@@H]2Cc3[nH]ncc3C[C@H]21,-3.0,2.7,4.1,-15.7,-11.2,-5.1,1.7,.
CP(=O)(Nc1ccccc1)C(Cl)(Cl)Cl (centres undefined),2.6,-2.3,5.6,11.9,13.6,-0.9,0.0,-2.6
CN1C(=O)c2ccccc2NC(=O)[C@]12O[C@@H]2c1ccccc1,3.2,-0.2,1.1,1.0,.,-2.4,.,14.6
COc1ccc(-n2nnnc2C(CCc2ccccc2)N2CCC3(CC2)C(=O)NCN3c2ccccc2)cc1 (centres undefined),.,1.3,-4.1,10.1,47.0,2.8,0.0,35.0
Cc1ccc(S(=O)(=O)N2Cc3cnnn3-c3ccccc3C2C#N)cc1 (centres undefined),-0.2,-1.2,-3.3,0.8,-1.3,-4.7,-0.2,1.1
Cc1cccc(OP(=O)(Nc2cccnc2)Oc2cccc(C)c2)c1,-3.6,.,.,.,12.6,.,-0.1,-17.0
C(#CCN1CCCCC1)COCc1ccccc1,-18.8,-3.2,5.9,-2.6,-12.0,-8.1,0.0,10.5

# Gathered by group, the entries above containing a Cl atom
SMILES,ARNT TACC3 PPI,CFTR F508del cor,ERp5 block,EWS-Fli inh,PAX8 inh HTS,DENV2 CPE rescue,Xi reactivation,INS-1E GSIS act
COc1ccc(CC(=O)Nc2ccc(C#N)c(Cl)c2)cc1S(=O)(=O)N1CCOCC1,4.2,-0.9,-17.8,19.0,5.8,-4.1,-0.1,-33.0
NCCCC(=O)OC1N=C(c2ccccc2Cl)c2cc(Br)ccc2NC1=O (centres undefined),5.6,-0.3,5.3,-16.4,8.6,-1.8,-0.1,13.2
O=C1NC(=S)NC(=O)C1=Cc1c(Cl)cccc1Cl,-0.4,-1.4,0.1,20.5,-13.2,-11.0,0.2,-20.1
CP(=O)(Nc1ccccc1)C(Cl)(Cl)Cl (centres undefined),2.6,-2.3,5.6,11.9,13.6,-0.9,0.0,-2.6
